# Screening results as filed in PubChem BioAssay.
# UGM FP inh: blocks M. tuberculosis UGM enzyme | P9WIQ1 | purified UGM, fluorescence polarization probe displacement | inhibition, % at 10 µM | hit rate 0.06% among 320,000; in the data active = inhibition above about 10%, passing the limit was not always enough; inconclusive = no clear call, values can overlap the other calls
# Target sequence (P9WIQ1 whole entry, looked up): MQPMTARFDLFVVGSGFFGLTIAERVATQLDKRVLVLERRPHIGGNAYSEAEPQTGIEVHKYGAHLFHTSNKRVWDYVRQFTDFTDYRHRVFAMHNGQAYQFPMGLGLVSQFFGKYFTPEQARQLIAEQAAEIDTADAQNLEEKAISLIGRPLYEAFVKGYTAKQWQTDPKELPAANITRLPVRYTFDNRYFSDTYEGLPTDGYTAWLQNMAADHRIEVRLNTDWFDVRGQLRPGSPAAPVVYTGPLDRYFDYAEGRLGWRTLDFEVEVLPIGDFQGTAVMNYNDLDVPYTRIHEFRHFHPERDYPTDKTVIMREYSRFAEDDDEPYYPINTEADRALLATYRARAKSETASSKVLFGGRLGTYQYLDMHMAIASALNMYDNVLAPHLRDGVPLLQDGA
# Mtb FBA inh: Mtb fructose-bisphosphate aldolase inhibition. P9WQA3. purified M. tuberculosis FBA, fluorescence read-out. inhibition, % at 1 µM. hit rate 2.3% among 360,000. AID 588726; in the data active = inhibition above about 27%;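 also: 0% = vehicle and 100% = reference inhibitor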
# Rv3671c protease: Rv3671c (M. tuberculosis) protease inhibition. P9WHR9. inhibition, % at 5.96 µM. hit rate 0.048% among 320,000. AID 2606; in the data active = inhibition above about 38%;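 also: extracellular domain of Rv3671c used as enzyme; 0% = enzyme with DMSO and 100% = no enzyme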
# Target sequence (P9WHR9 whole entry, looked up, the tested form may be a part): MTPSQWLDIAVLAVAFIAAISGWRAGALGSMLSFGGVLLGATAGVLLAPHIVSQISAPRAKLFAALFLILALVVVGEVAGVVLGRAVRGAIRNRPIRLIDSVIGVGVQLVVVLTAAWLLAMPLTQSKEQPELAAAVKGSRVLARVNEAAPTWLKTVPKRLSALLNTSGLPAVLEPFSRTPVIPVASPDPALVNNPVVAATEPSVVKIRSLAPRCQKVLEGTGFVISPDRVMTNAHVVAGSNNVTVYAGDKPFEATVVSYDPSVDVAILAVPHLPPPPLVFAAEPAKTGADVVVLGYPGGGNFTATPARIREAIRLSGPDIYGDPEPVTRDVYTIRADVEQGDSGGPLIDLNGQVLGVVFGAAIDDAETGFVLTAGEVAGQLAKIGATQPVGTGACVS
# BioA inh: BioA (M. tuberculosis) enzyme inhibition | hit rate 0.096% among 360,000 | purified M. tuberculosis BioA enzyme, plate reader | AID 602481 | inhibition, % at 9.99 µM; in the data active = inhibition above about 40%; inconclusive = no clear call, values can overlap the other calls
# GDH-TPI counter: counter-screen for M. tuberculosis FBA inhibitors: GDH-TPI coupled enzymes. GDH-TPI coupled enzyme counterscreen, NADH absorbance. hit rate 1.2% among 360,000. AID 588335. inhibition, % at 4.8 µM; in the data active = inhibition above about 30%;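 also: 0% = DMSO wells and 100% = wells lacking the enzyme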
# PrPC TRFRET: inhibitors of human cell surface prion protein PrPC | TR-FRET read-out | inhibition, % at 13.8 µM | hit rate 0.43% among 370,000 | AID 720596; in the data active = inhibition above about 24%; also: 0% = median of the test wells and 100% = reference compound wells
# FadD28 binding: M. tuberculosis FadD28 bisubstrate binding inhibition; FadD28 bisubstrate probe binding, fluorescence polarization; inhibition, % at 12.5 µM; hit rate 0.22% among 360,000; in the data active = inhibition above about 8.5%, passing the limit was not always enough; inconclusive = no clear call, values can overlap the other calls
# BoNT-F LC inh: inhibitors of Botulinum neurotoxin F light chain protease; Multiplex microsphere protease cleavage assay, flow cytometry; inhibition, % at 10 µM; hit rate 0.22% among 360,000; in the data active = inhibition above about 35%, passing the limit was not always enough; inconclusive = no clear call, values can overlap the other calls; also: plate controls were buffer without enzyme for full effect and enzyme alone for no effect
# MazF activator: activators of E. coli MazEF toxin-antitoxin RNase; P0AE70; FAM/BHQ RNA-DNA oligo cleavage fluorescence, 5 h; activation, % at 20 µM; hit rate 0.32% among 350,000; in the data active = activation above about 50%
# Target sequence (P0AE70 whole entry, looked up): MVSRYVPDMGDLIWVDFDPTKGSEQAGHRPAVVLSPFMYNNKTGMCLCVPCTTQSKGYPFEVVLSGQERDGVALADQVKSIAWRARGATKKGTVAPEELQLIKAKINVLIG
# Numbers without * were called inactive; ? = inconclusive; · = no result given. This is a random part of the collection. About 4.8% of those tested had a hit in this group.
nr	SMILES	BioA inh	GDH-TPI counter	UGM FP inh	FadD28 binding	Mtb FBA inh	PrPC TRFRET	BoNT-F LC inh	Rv3671c protease	MazF activator
1	CCNC(=O)N1CCC(n2nccc2NC(=O)CCCc2ccccc2)CC1	-1.0	-12	-1.7	0.5	4	-3	8	1	6
2	O=C(Nc1ccn(CCCN2CCN(c3ccccc3)CC2)c(=O)n1)OCc1ccccc1	-1.0	0	·	-3.5	-2	0	-5	·	15
3	COCCNC(=O)c1cc2cc(Br)cc(OC)c2oc1=O	0.8	-7	1.9	-3.3	-2	2	-4	-3	-8
4	CCC(Oc1ccc(C)c(C)c1)C(=O)O (stereo not given)	-2.4	12	-0.2	-2.5	-4	-2	-1	-2	5
5	COC(=O)Cc1ccc(OCc2ccc(Cl)nc2)cc1	-0.6	-5	-0.7	-1.4	53*	-2	-8	-5	9
6	Cc1ccccc1NC(=O)CSc1nnc(CNC(=O)c2ccc3c(c2)OCO3)n1C	-3.4	-7	1.2	-1.3	3	-2	0	5	1
7	CCN(CC)S(=O)(=O)c1ccc(N2CCCC2)c(C(=O)Nc2ccc(OC)c(Cl)c2)c1	-0.2	7	0.6	-1.4	2	1	-8	-2	-5
8	CN1CCC(N(C)C(=O)Cc2ccccc2[N+](=O)[O-])CC1	-0.3	-2	1.6	-2.2	2	6	-2	-2	-13
9	COc1cc(C(=O)N(Cc2ccc(F)cc2)C2CCS(=O)(=O)C2)cc(OC)c1OC (stereo not given)	1.3	11	-0.4	1.0	0	6	-2	1	5
10	COc1cc(CN(C(=O)c2cc3ccccc3oc2=O)C2CCS(=O)(=O)C2)cc(OC)c1OC (stereo not given)	1.2	14	-0.1	-2.5	-2	0	2	-3	7
11	CCOc1ccc2nc(N3CCOCC3)nc(C)c2c1	-2.6	15	-0.6	0.5	51*	-4	1	7	0
12	Cc1cc(C(=O)N2CCCC2C(=O)O)c(C)o1 (stereo not given)	-0.9	6	-1.7	0.1	0	1	3	-11	15

# Additional results follow.
nr	SMILES	BioA inh	GDH-TPI counter	UGM FP inh	FadD28 binding	Mtb FBA inh	PrPC TRFRET	BoNT-F LC inh	Rv3671c protease	MazF activator
13	CCn1cc(Cl)c(C(=O)Nc2nc3ccccc3n2CCN2CCCCC2)n1	2.4	2	1.8	-1.6	2	-9	-6	-3	5
14	CCN(CC)C(=O)C1=C(C)N(CCC2=CCCCC2)C(=O)C(CC(=O)NCCCN(C)C)C1 (stereo not given)	-0.9	-8	·	-2.8	-1	-6	-7	·	3
15	CCOc1ccccc1-n1c(SCC(=O)NC)nnc1-c1ccco1	-0.6	6	1.8	1.2	0	4	-10	-1	1
16	CCOC(=O)N1CCC(N(CCN(C)C)C(=S)Nc2cccc(Cl)c2C)CC1	·	2	1.0	-0.8	0	4	-1	-1	0
17	CC(C)c1ccc(CC(=O)N2CCC2(C)C(=O)NS(=O)(=O)c2ccc(Cl)s2)cc1 (stereo not given)	-0.7	3	·	-2.7	-4	3	0	·	·
18	O=C(Nc1sc2c(c1C(=O)O)CCC2)c1ccccc1	-0.4	18	1.6	-0.7	4	-8	3	-10	3
19	CN1CCN(C(=O)c2ccc(C(F)(F)F)cc2)CC1	·	-2	-1.5	-1.7	1	-1	-2	-5	11
20	COc1ccc(NC(=O)[C@@H]2CCCN2S(=O)(=O)c2cccc3cccnc23)cc1	-1.6	-2	2.4	-4.2	1	-2	-5	-6	10
21	COc1ccc(CCN2C(=O)CC(NCc3ccc4c(c3)OCO4)C2=O)cc1OC (stereo not given)	0.5	8	-2.1	0.1	3	·	-2	6	2
22	CC(C)c1nnc(NC(=O)C2CCCCC2)s1	-0.3	-4	3.7	-1.8	1	5	-18	-5	4
23	N#Cc1c(N)n(CCc2ccc(F)cc2)c2nc3ccccc3nc12	-0.1	-3	2.3	-4.1	151*	-5	2	-8	11
24	CN(C(=O)COC(=O)c1cc(-c2ccccc2Cl)nc2ccccc12)C1CCS(=O)(=O)C1 (stereo not given)	0.1	11	0.1	-2.6	3	-2	-4	-14	-1

# (list continues)
nr	SMILES	BioA inh	GDH-TPI counter	UGM FP inh	FadD28 binding	Mtb FBA inh	PrPC TRFRET	BoNT-F LC inh	Rv3671c protease	MazF activator
25	Cc1cc(=O)oc2cc(OCC(=O)Nc3ccc(CN4CCOCC4)cc3)c(Cl)cc12	-2.4	13	-0.5	1.5	2	2	-6	-2	5
26	CC1=C(C(=O)OCc2ccccc2)C(c2cccnc2)n2ncnc2N1 (stereo not given)	·	1	-2.0	-0.7	-1	-1	10	-9	-7
27	CC1=C(C(=O)N(C(C)C)C(C)C)CC(CC(=O)NCCN2CCOCC2)C(=O)N1Cc1ccc(C(C)(C)C)cc1 (stereo not given)	-0.4	·	·	-1.4	0	-8	-10	·	·
28	Nc1nc(NCCc2ccccc2)nc(NCc2ccccc2)c1[N+](=O)[O-]	·	20	2.3	-0.2	-4	1	-3	-26	-1
29	O=S(=O)(c1ccc(N2CCOCC2)nc1)N(Cc1ccccn1)Cc1ccccn1	-0.2	5	2.7	-1.9	3	-1	3	3	2
30	O=C(Nc1nc(-c2ccccn2)cs1)c1ccc(Br)s1	-11	18	0.2	-3.6	9	-4	-1	-23	1
31	Cc1nccn1CC(O)COc1ccccc1 (stereo not given)	0.1	-2	0.9	-3.3	0	-5	-5	-5	4
32	CCN(CC)CCCNC(=O)CCc1c(C)n(CC)c2cc(-c3ccccc3OC)nn2c1=O	4.2	-7	2.4	-3.4	65*	2	-22	-5	-1
33	CC(=O)NCc1ccc(S(=O)(=O)NC(C)CCc2ccccc2)cc1 (stereo not given)	1.3	-3	-0.3	·	0	-11	-3	1	4
34	CCC(NC(=S)NCc1ccc(F)cc1)c1ccccc1 (stereo not given)	0.4	0	2.1	-3.3	4	1	·	-8	4
35	CN1C2=C(C(=O)CC(C)(C)C2)C(c2cccs2)C2=C1CC(C)(C)CC2=O	2.8	1	-4.3	-3.6	21	-5	?	5	0
36	CCCCn1nnnc1C(c1cccc2ccccc12)N1CCC2(CC1)C(=O)NCN2c1ccccc1 (stereo not given)	3.3	·	·	-2.0	-1	2	-11	·	·

# The listing continues.
nr	SMILES	BioA inh	GDH-TPI counter	UGM FP inh	FadD28 binding	Mtb FBA inh	PrPC TRFRET	BoNT-F LC inh	Rv3671c protease	MazF activator
37	Cc1nc2ccccc2n1CC(=O)N1CC(=O)Nc2ccccc21	·	9	-0.5	-1.6	0	5	7	-2	5
38	Nc1c(C(=O)OCC2CCCO2)c2nc3ccccc3nc2n1Cc1cccs1 (stereo not given)	-0.1	22	2.9	-6.5	163*	-11	-2	-30	3
39	Cc1ccc2nc(-c3ccccn3)cc(C(=O)NCCc3ccc(F)cc3)c2c1	0.1	1	-1.2	-1.2	3	-3	3	-5	-10
40	COc1cccc(C(=O)OCC(=O)NC2CCCc3ccccc32)c1O (stereo not given)	·	2	·	-0.7	0	3	-12	·	-6
41	Nc1c(-c2ccc(Cl)cc2)cnn1C1CCS(=O)(=O)C1 (stereo not given)	2.2	-1	-1.9	-3.0	0	8	2	-3	6
42	O=C(OCc1nnc(-c2ccc(Cl)cc2)o1)c1ccncc1	-1.2	7	2.5	-0.1	1	-3	-3	-6	0
43	COc1ccccc1-n1c(C)nc(=O)c(-c2ccccc2)c1C	6.4	5	-1.5	-1.0	1	-6	19	0	-3
44	CC1Cc2ccccc2N1S(=O)(=O)c1cccc(C(=O)OCC(=O)NC2CCS(=O)(=O)C2)c1 (stereo not given)	0.2	-9	-3.0	-4.2	-5	1	-2	8	1
45	Cc1cccc(-n2ncc3c2CCCC3NC(=O)CCN2CCCCO2)c1C (stereo not given)	-1.1	0	-0.6	-0.5	1	1	-6	-1	0
46	CCOc1ncccc1C(=O)Nc1cc(S(=O)(=O)N2CCCCC2)ccc1C	-5.1	10	-0.1	-0.1	6	5	8	-1	-12
47	CN1Cc2c(N3CCOCC3)nc3sc(C(=O)c4ccccc4)c(N)c3c2CC1(C)C	·	7	0.6	-2.1	-1	-12	2	3	2
48	CCCCCC(=O)N1C[C@@H](n2cc(-c3ccc(F)cc3)nn2)[C@H](O)C[C@@H]1c1ccccc1	3.1	2	·	-6.9	-2	-2	-7	·	6

# 12 compounds already listed, sorted by formula weight, ascending:
nr	SMILES	BioA inh	GDH-TPI counter	UGM FP inh	FadD28 binding	Mtb FBA inh	PrPC TRFRET	BoNT-F LC inh	Rv3671c protease	MazF activator
34	CCC(NC(=S)NCc1ccc(F)cc1)c1ccccc1 (stereo not given)	0.4	0	2.1	-3.3	4	1	·	-8	4
43	COc1ccccc1-n1c(C)nc(=O)c(-c2ccccc2)c1C	6.4	5	-1.5	-1.0	1	-6	19	0	-3
41	Nc1c(-c2ccc(Cl)cc2)cnn1C1CCS(=O)(=O)C1 (stereo not given)	2.2	-1	-1.9	-3.0	0	8	2	-3	6
42	O=C(OCc1nnc(-c2ccc(Cl)cc2)o1)c1ccncc1	-1.2	7	2.5	-0.1	1	-3	-3	-6	0
37	Cc1nc2ccccc2n1CC(=O)N1CC(=O)Nc2ccccc21	·	9	-0.5	-1.6	0	5	7	-2	5
40	COc1cccc(C(=O)OCC(=O)NC2CCCc3ccccc32)c1O (stereo not given)	·	2	·	-0.7	0	3	-12	·	-6
35	CN1C2=C(C(=O)CC(C)(C)C2)C(c2cccs2)C2=C1CC(C)(C)CC2=O	2.8	1	-4.3	-3.6	21	-5	?	5	0
45	Cc1cccc(-n2ncc3c2CCCC3NC(=O)CCN2CCCCO2)c1C (stereo not given)	-1.1	0	-0.6	-0.5	1	1	-6	-1	0
38	Nc1c(C(=O)OCC2CCCO2)c2nc3ccccc3nc2n1Cc1cccs1 (stereo not given)	-0.1	22	2.9	-6.5	163*	-11	-2	-30	3
47	CN1Cc2c(N3CCOCC3)nc3sc(C(=O)c4ccccc4)c(N)c3c2CC1(C)C	·	7	0.6	-2.1	-1	-12	2	3	2
44	CC1Cc2ccccc2N1S(=O)(=O)c1cccc(C(=O)OCC(=O)NC2CCS(=O)(=O)C2)c1 (stereo not given)	0.2	-9	-3.0	-4.2	-5	1	-2	8	1
36	CCCCn1nnnc1C(c1cccc2ccccc12)N1CCC2(CC1)C(=O)NCN2c1ccccc1 (stereo not given)	3.3	·	·	-2.0	-1	2	-11	·	·

# Next part
nr	SMILES	BioA inh	GDH-TPI counter	UGM FP inh	FadD28 binding	Mtb FBA inh	PrPC TRFRET	BoNT-F LC inh	Rv3671c protease	MazF activator
49	O=C1C=CC(=O)N1CCCCCCN1C(=O)C=CC1=O	·	·	3.4	·	·	11	·	6	-6
50	CC(C)COP(=O)(c1ccc(N(C)C)cc1)C(O)c1ccncc1 (stereo not given)	-0.2	7	-0.7	-0.7	-1	8	-9	-5	-4
51	Cc1ccc(CNC(=O)Cc2noc3ccccc23)cc1	-1.3	3	-2.5	-0.9	-1	2	-1	9	2
52	CCCNC(=O)C(Cc1ccccc1)NC(=O)Cc1ccccc1 (stereo not given)	-4.0	11	-0.3	0.2	1	5	2	-2	0
53	CCOC(=O)N1CCC(n2c(=S)[nH]c3cc(OC)c(OC)cc3c2=O)CC1	-2.0	8	-1.8	-3.3	2	-3	-6	1	6
54	COc1ccc(OC)c(S(=O)(=O)N2CCNCC2)c1	2.5	-16	1.7	-29	-5	-12	2	8	9
55	Cc1csc(NC(=O)C2CC(=O)N(c3ccc4c(c3)OCCO4)C2)n1 (stereo not given)	-0.4	-6	1.2	·	0	6	-7	-4	5
56	CCN1CCN(c2nc3ccccc3s2)CC1	1.5	-17	-1.6	-4.1	-3	·	0	1	-12
57	CC1(C)C2CCC1(C)C(OC(=O)CSc1nc(N)cc(=O)[nH]1)C2 (stereo not given)	-0.2	-4	-0.4	-2.3	0	-2	0	-11	1
58	COc1ccc([N+](=O)[O-])cc1NC(=O)C1(c2ccccc2)CCOCC1	2.7	1	-1.0	-2.1	-1	-11	-5	-7	3
59	NC(=O)c1ccc(NC(=O)CNC(c2ccccc2)c2ccccc2)cc1	-2.8	12	-0.9	-1.1	2	9	-4	-2	3
60	CS(=O)(=O)c1ccc(-c2cccc(NC(=O)c3ccc(Br)o3)c2)nn1	-2.2	12	3.6	0.2	5	-4	23	-23	-16
61	CCC1CCCCN1C(=O)CCNS(=O)(=O)c1ccc2c(c1)oc(=O)n2C (stereo not given)	0.0	9	0.4	-1.9	4	-2	-10	-5	-4
62	COCCNC(=O)C1(C)CCCN(Cc2ccc(-n3ccnc3)cc2)C1 (stereo not given)	0.9	12	·	-0.9	2	3	-5	·	·
63	CCCCc1ccc(NC(=O)N2CCN(c3cc(C)nc4ccccc34)CC2)c(C)c1	7.0	14	-4.4	0.5	-3	·	-1	-8	-15
